CASP6 VEID inh: blocks human caspase-6 cleavage activity; P55212; purified caspase-6, Z-VEID-R110 cleavage fluorescence; inhibition, % at 12.5 µM; 0.53% of 350,000 active; AID 686996;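 active = mean inhibition across replicates at least about 35%, with every replicate also reaching that limit, limit read from the data; inconclusive = only one of the two criteria met; inactive = neither criterion met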;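 note: 0% = median of neutral control wells and 100% = no fluorescence left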
Target sequence (P55212 24-179 limits assumed): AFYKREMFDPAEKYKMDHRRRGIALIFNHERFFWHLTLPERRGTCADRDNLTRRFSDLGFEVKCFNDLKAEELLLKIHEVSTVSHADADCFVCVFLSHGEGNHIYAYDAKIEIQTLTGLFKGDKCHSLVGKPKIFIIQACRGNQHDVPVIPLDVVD
Target sequence (P55212 194-293 limits assumed): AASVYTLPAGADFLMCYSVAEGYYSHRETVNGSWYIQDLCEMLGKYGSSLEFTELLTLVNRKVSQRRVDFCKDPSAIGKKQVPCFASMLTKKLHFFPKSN
ARNT-TACC3 inh: ARNT/TACC3 interaction disruption; inhibition, % at 9.99 µM; AlphaScreen His-ARNT PAS-B/GST-TACC3 binding, luminescence; TACC3 fragment carries E629A point mutation; 0.66% of 390,000 active; Q9Y6A5; AID 623870;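 active = mean inhibition of replicates at least 50% and at least half of replicates each reaching 50%; inconclusive = half or more replicates reach 50% but mean below 50%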;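 note: 0% = complete ARNT plus TACC3 wells and 100% = ARNT alone without TACC3; many hits fall short of the cut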
LGR2 inh: blocks bursicon-induced cAMP signaling via Drosophila LGR2; inhibition, % at 9.99 µM; 0.35% of 380,000 active; HEK293 LGR2, CRE-luciferase, bursicon-stimulated, 4 h;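 active = drop in luminescence signal, shown as inhibition above about 50% in the replicate tests, limit read from the data, passing the limit was not always enough; inconclusive = probably only some replicates passing the limit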;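 note: agonist challenge used bursicon conditioned medium at about half maximal strength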
DENV2 CPE rescue: inhibitors of DENV2 cytopathic effect. DENV2-infected cells, cytopathic effect rescue, plate reader. CPE inhibition, % at 9.99 µM. 1.7% of 350,000 active. AID 651640; in the data active = CPE inhibition above about 20%, passing the limit was not always enough; inconclusive = no clear call, values can overlap the other calls; tested in BHK-21 cells;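 note: 0% = median of neutral control wells and 100% = median of positive control wells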
EWS-Fli inh: blocks EWS/Fli oncoprotein-driven transcription | 0.67% of 350,000 active | inhibition, % at 12.6 µM | A673 NR0B1-luciferase reporter, viability-normalised;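 active = mean inhibition of at least 50% after viability correction, with every replicate also passing that limit; inconclusive = mean reaches 50% but only one of two replicates passes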;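 note: firefly luciferase signal divided by Alamar Blue viability fluorescence both relative to DMSO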
PAX8 reporter: PAX8 transcriptional activity inhibition | RMG-I TPO-luciferase reporter, SteadyGlo, 24 h | inhibition, % at 12.6 µM | 1.2% of 360,000 active | AID 652154;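 active = mean replicate inhibition at least 60% with every replicate also reaching 60%; inconclusive = only one of the two criteria is met; inactive = mean below 60% and not all replicates reaching 60%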;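 note: luciferase light reporting Pax8 driven TPO promoter activity; plate controls were median of neutral control wells for no effect and mitoxantrone controls for full effect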
SIRT5 inh: sirtuin-5 (human) deacylase inhibition | Q9NXA8 | 1.1% of 330,000 active | Purified SirT5, succinyl-peptide AMC, trypsin-coupled fluorescence | inhibition, % at 15 µM; in the data active = inhibition above about 15%; inconclusive = no clear call, values can overlap the other calls
Target sequence (Q9NXA8 whole entry, looked up): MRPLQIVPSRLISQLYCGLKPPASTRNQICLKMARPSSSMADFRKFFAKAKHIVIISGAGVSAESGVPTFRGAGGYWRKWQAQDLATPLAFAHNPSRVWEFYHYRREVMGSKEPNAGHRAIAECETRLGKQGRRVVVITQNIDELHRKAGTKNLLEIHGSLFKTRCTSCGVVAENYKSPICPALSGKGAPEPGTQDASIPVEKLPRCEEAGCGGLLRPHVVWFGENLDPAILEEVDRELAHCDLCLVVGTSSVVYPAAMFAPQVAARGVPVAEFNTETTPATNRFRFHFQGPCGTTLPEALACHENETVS
Active calls of the source: *; ? = inconclusive; . = no result given.

smiles	CASP6 VEID inh	LGR2 inh	ARNT-TACC3 inh	SIRT5 inh	EWS-Fli inh	PAX8 reporter	DENV2 CPE rescue
COc1ccc(C(=O)c2cnc[nH]2)cc1	0	-6	-7	-3	10	-3	6
COc1ccc(CNC(=O)COC(=O)c2nc3nc(C)cc(C)n3n2)cc1	3	7	3	-19	5	6	-5
CCCCN(C(=O)c1ccc(S(=O)(=O)N(C)C)cc1)c1nc2ccccc2s1	.	1	-3	.	.	-3	.
COc1ccc(C(=O)N2CCOC23CCN(c2ncccn2)CC3)cc1	1	25	5	-1	4	18	5
O=C(Nc1ccc(Br)cc1)C1CC(O)CN1C(=O)Oc1ccccc1 (stereo unspecified)	0	3	-15	-1	2	-14	6
OCC1(Cc2ccccc2C(F)(F)F)CCN(Cc2cccc3cnccc23)CC1	-5	13	20	-1	21	7	1
O=C(O)CCc1nn2c3ccccc3nc2n(Cc2ccccc2)c1=O	-3	.	-12	4	6	4	-1
CCCNC(=O)N1CC[C@@H]2[C@H]1c1cc(-c3ccccc3)ccc1N(C)[C@H]2CO	-2	14	-4	-13	-4	8	-8
C[C@H]1CN([C@@H](C)CO)C(=O)c2cc(-c3cccc(C#N)c3)cnc2O[C@@H]1CN(C)Cc1ccc(F)cc1	-1	7	-8	-6	6	.	9
COc1cc(S(=O)(=O)N(Cc2ccc(C)cc2)C2CCCCC2)ccc1-n1cnnn1	0	17	-1	-3	.	.	-5
C[C@@H]1CN([C@@H](C)CO)C(=O)c2cccc(NS(=O)(=O)c3ccc(Cl)cc3)c2O[C@@H]1CN(C)Cc1ccc(Oc2ccccc2)cc1	.	10	14	-2	14	.	-2
Brc1ccc2[nH]c3c(NCc4ccccn4)ncnc3c2c1	0	1	.	-1	6	6	-6
O=C(Cn1ncc(Cl)c(Cl)c1=O)N1CCN(S(=O)(=O)c2ccc3ccccc3c2)CC1	.	8	3	.	.	97*	.
COc1ccccc1CNC(=O)COC(=O)c1cccc(-n2cnnn2)c1	0	-2	-19	4	-3	-7	0
O=C(c1ccco1)N1CCN(C(=O)c2ccc(CS(=O)c3cccc(Cl)c3)o2)CC1 (stereo unspecified)	5	-1	5	-5	-1	10	6
COc1ccccc1N(CC(=O)NCc1ccco1)S(C)(=O)=O	0	11	-1	0	-2	5	-1
O=C(Nc1ccc(C(=O)N2CCN(c3ccccn3)CC2)cc1)c1ccc(Br)o1	0	-5	4	-5	-6	16	2
C[C@H](CO)N1C[C@H](C)[C@@H](CN(C)Cc2ccc(C(F)(F)F)cc2)OCCCC[C@H](C)Oc2ccc(N(C)C)cc2C1=O	2	5	10	5	-6	16	2
COCC(=O)N[C@H]1C=C[C@@H](CC(=O)NCc2ccccc2OC)O[C@H]1CO	-1	31	-7	-4	1	0	-3
O=C(NCc1ccc2c(c1)OCO2)c1c(O)nc2sccn2c1=O	1	11	-18	-6	8	-2	17

Looked up by structure from the entries so far (two):
smiles	CASP6 VEID inh	LGR2 inh	ARNT-TACC3 inh	SIRT5 inh	EWS-Fli inh	PAX8 reporter	DENV2 CPE rescue
CCCNC(=O)N1CC[C@@H]2[C@H]1c1cc(-c3ccccc3)ccc1N(C)[C@H]2CO	-2	14	-4	-13	-4	8	-8
COc1ccc(CNC(=O)COC(=O)c2nc3nc(C)cc(C)n3n2)cc1	3	7	3	-19	5	6	-5

As entered above.
Value of `O=C(NCc1ccc2c(c1)OCO2)c1c(O)nc2sccn2c1=O` under EWS-Fli inh: 8
Value of `O=C(Cn1ncc(Cl)c(Cl)c1=O)N1CCN(S(=O)(=O)c2ccc3ccccc3c2)CC1` under PAX8 reporter: 97*
Value of `C[C@H](CO)N1C[C@H](C)[C@@H](CN(C)Cc2ccc(C(F)(F)F)cc2)OCCCC[C@H](C)Oc2ccc(N(C)C)cc2C1=O` under ARNT-TACC3 inh: 10
Value of `CCCNC(=O)N1CC[C@@H]2[C@H]1c1cc(-c3ccccc3)ccc1N(C)[C@H]2CO` under EWS-Fli inh: -4
Value of `COc1ccccc1N(CC(=O)NCc1ccco1)S(C)(=O)=O` under PAX8 reporter: 5
Value of `O=C(O)CCc1nn2c3ccccc3nc2n(Cc2ccccc2)c1=O` under SIRT5 inh: 4

The results go on:
smiles	CASP6 VEID inh	LGR2 inh	ARNT-TACC3 inh	SIRT5 inh	EWS-Fli inh	PAX8 reporter	DENV2 CPE rescue
Cc1cccc(NC(=O)C(=O)C2C(=O)Nc3ccccc32)c1 (stereo unspecified)	0	-23	2	-4	-7	9	7
CN(Cc1ccccc1)C(=O)c1cc(S(=O)(=O)N2CCOCC2)cn1C	0	0	-6	6	2	-7	-2
Cc1ccc(S(=O)(=O)NCCNC(C)c2ccc(Br)cc2)cc1 (stereo unspecified)	-1	2	.	-6	5	-2	1
Cc1noc(C)c1C(=O)N1CCN(c2cccc(Cl)c2)CC1	-1	.	2	-2	3	12	-3
CCCN(C)C[C@@H]1OCCCC[C@H](C)Oc2ccc(NC(=O)C3CCCCC3)cc2C(=O)N([C@@H](C)CO)C[C@@H]1C	5	-9	-1	-3	2	-7	-13
Cc1ccc(NC(=O)/C(Cl)=C\c2ccccc2)cc1	-3	41	4	2	-29	-27	4
CCOc1ccc(N(CC(=O)NCc2ccc(F)cc2)C(=O)c2ccco2)cc1	3	-15	.	0	-3	-12	-1
CCNc1nc(NCC)n2c(SCC(=O)Nc3ccccc3OC(F)F)nnc2n1	2	-3	-4	-2	7	9	-6
COc1ccc(-c2cc(C3CCN(CC(O)C(F)(F)F)CC3)[nH]n2)cc1 (stereo unspecified)	.	-11	2	-6	-8	20	17
Cc1cnc(CNC(=O)c2csc([C@@H]3O[C@H](CO)[C@H](O)[C@H](O)[C@H]3O)n2)cn1	5	11	.	9	-10	-2	3
O=C(C[C@@H]1C[C@H]2c3cc(NC(=O)NC4CCCC4)ccc3O[C@H]2[C@@H](CO)O1)NCCN1CCCCC1	-2	-4	0	-5	-6	-14	14
COCC(=O)Nc1ccc2c(c1)C(=O)N(C)C[C@H](OC)[C@H](C)CN(C(=O)C1CCCC1)[C@@H](C)CO2	.	4	-5	-1	-1	.	-1
OC(CN1CCN(c2ccccn2)CC1)Cn1c2ccccc2c2ccccc21 (stereo unspecified)	2	14	-1	-3	4	.	-4
O=C(NC1CCCC1)N1CCCCN2[C@H](CO)[C@H](c3ccc(-c4ccncc4)cc3)[C@H]2C1	-1	20	-10	-3	5	5	7
CNC[C@H]1OCCCC[C@H](C)Oc2ccc(NC(=O)NC3CCCCC3)cc2C(=O)N([C@H](C)CO)C[C@@H]1C	-5	4	1	-1	-3	-19	0
CC(C)c1cccc(NC(=O)C[C@H]2CC[C@H]3[C@@H](COc4ccc(NC(=O)c5cnccn5)cc4C(=O)N3C)O2)c1	-1	5	-4	2	6	15	-1
Nc1nc(NCC2CCCO2)nc(Nc2ccccc2F)c1[N+](=O)[O-] (stereo unspecified)	1	-29	-2	0	9	12	17
COc1ncnc2c1ncn2CCCN1CCN(c2ccccn2)CC1	-5	0	.	28*	7	-4	-3
CC(C)(C)c1ccc(OCC(=O)Nc2cccc(S(=O)(=O)NC3=NCCCCC3)c2)cc1	1	0	-1	4	2	-1	2
COc1ccc(S(=O)(=O)Nc2ccc3c(c2)C(=O)N([C@H](C)CO)C[C@H](C)[C@@H](CN(C)S(=O)(=O)c2ccc(OC)cc2)OCCCC[C@@H](C)O3)cc1	.	2	-13	.	-8	-42	-7

Grouped by structure: the compounds so far containing two or more sulfur atoms.
smiles	CASP6 VEID inh	LGR2 inh	ARNT-TACC3 inh	SIRT5 inh	EWS-Fli inh	PAX8 reporter	DENV2 CPE rescue
CCCCN(C(=O)c1ccc(S(=O)(=O)N(C)C)cc1)c1nc2ccccc2s1	.	1	-3	.	.	-3	.
COc1ccc(S(=O)(=O)Nc2ccc3c(c2)C(=O)N([C@H](C)CO)C[C@H](C)[C@@H](CN(C)S(=O)(=O)c2ccc(OC)cc2)OCCCC[C@@H](C)O3)cc1	.	2	-13	.	-8	-42	-7

(continued)
smiles	CASP6 VEID inh	LGR2 inh	ARNT-TACC3 inh	SIRT5 inh	EWS-Fli inh	PAX8 reporter	DENV2 CPE rescue
C[C@@H]1CN([C@H](C)CO)C(=O)c2cc(NS(=O)(=O)c3ccc(Cl)cc3)ccc2O[C@@H](C)CCCCO[C@@H]1CN(C)S(=O)(=O)c1ccc(Cl)cc1	.	19	-4	.	-14	43	-1
COc1ccccc1/C=N/NC(=O)CNC(=O)c1ccc(S(=O)(=O)N2CCCC2)cc1	0	3	7	-1	3	-6	-2
C[C@H](O)C#Cc1ccc([C@H]2[C@@H](CO)N3CCCCN(S(=O)(=O)c4ccccc4)C[C@H]23)cc1	-2	14	2	-2	3	14	0
CCCCCCCCN1C(=O)[C@H](CC(=O)NCCCOCCCC)C[C@@]2(C(=O)OC)CC(C)(C)CC=C12	1	-1	.	.	1	1	?
O=C(CCNS(=O)(=O)c1ccccc1)OCc1ccc([N+](=O)[O-])cc1	4	-5	.	.	-19	0	2
Cn1cccc1/C=C1\SC(=O)N(CC(=O)Nc2ccc(F)cc2)C1=O	2	3	.	-1	8	22	1
O=C(NCc1ccccc1)c1cc(C2CCCN(C(=O)c3ccccc3)C2)on1 (stereo unspecified)	1	5	.	2	0	13	-5
C=CC[C@H](CC(=O)N(CCO)Cc1ccccc1)C(=O)N[C@H](COC(=O)[C@@H](CC=C)Cc1ccc(F)cc1)Cc1ccccc1	1	31	-1	-7	0	80*	5
Cc1ccc(S(=O)(=O)N(C)C[C@H]2Oc3ccc(NC(=O)NC(C)C)cc3C(=O)N([C@@H](C)CO)C[C@@H]2C)cc1	.	0	.	.	3	6	.
C(=N\N=C\c1ccccc1)/c1ccccc1	-6	-135	0	-6	-29	-10	5
CCOc1ccc(NC(=O)C2CCCN2C(=O)NC2CCCCC2)cc1 (stereo unspecified)	-3	5	-6	-5	-1	4	0
CCOC(=O)C1=C(COC(=O)CCS(=O)(=O)c2ccc(C)cc2)NC(=O)NC1C (stereo unspecified)	2	7	8	-4	2	5	3
CCOc1cc(/C=C/c2nc3ccccc3s2)ccc1OCC(=O)N1CCOCC1	.	-2	2	.	.	-51	.
Cc1ccc(C)c(-c2csc(-c3cccnc3)n2)c1	0	-21	-3	0	-18	-39	-1
C[C@H](CO)N1C[C@H](C)[C@H](CN(C)Cc2ccccc2O)OCc2cn(nn2)CCCC1=O	0	-5	5	-6	3	-22	-4
CCn1nc(C)c(/C=N/NC(=O)Cn2nc(C)cc2C)c1C	.	12	-8	.	.	3	.
O=S(=O)(c1c(F)cccc1F)C1CCN(S(=O)(=O)c2ccc3c(c2)OCCO3)CC1	-1	4	-14	.	6	-1	-9
Cc1nc2ccccc2n1CCOc1ccc([N+](=O)[O-])cc1	4	2	-4	-2	9	2	-5
O=C(NCCOc1ccc(Cl)cc1)C(=O)NCC1CCCO1 (stereo unspecified)	-4	2	-1	5	4	7	-6
COc1cc(/C=C2\SC(=S)N(CC(=O)NC3=NCCS3)C2=O)cc(OC)c1OC	1	-34	0	1	-4	12	.

From PubChem
